From PubChem
Rab9 promoter act – activators of Rab9 promoter; Huh7 Rab9 promoter-luciferase reporter, luminescence, 24 h; hit rate 2.8% among 320,000; AID 485297; Potency, µM (top dose mostly 9.22 µM), for the others: top-dose activation, negative = inhibition, usual class: activators; further: potency means the concentration at half of the fitted maximal effect; % of control where 0% means no effect; nearly all actives have a fitted effect of over 60% in size
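Cells were plated at 1500 per well in reduced-serum medium with 10% FBS and left 2 h. Compound in DMSO was then added for 24 h at 37 °C. Reporter signal was read by luminescence after 10 min with luciferase detection reagent.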
PKM2 activator – activators of human pyruvate kinase M2. Potency, µM (titrated, usually from 57.5 µM), without a hit: at the top dose activation, usual class: activators. hit rate 0.34% among 260,000. AID 1631. purified PKM2, Kinase-Glo ATP luminescence, activation; response scale: 0% is enzyme alone, no compound. P14618; further: potency means the concentration at half of the fitted maximal effect; on the % scale 0 is the no-effect control and ±100 the full control effect; nearly all actives have a fitted effect of over 55% in size
Target sequence (P14618 whole entry, looked up): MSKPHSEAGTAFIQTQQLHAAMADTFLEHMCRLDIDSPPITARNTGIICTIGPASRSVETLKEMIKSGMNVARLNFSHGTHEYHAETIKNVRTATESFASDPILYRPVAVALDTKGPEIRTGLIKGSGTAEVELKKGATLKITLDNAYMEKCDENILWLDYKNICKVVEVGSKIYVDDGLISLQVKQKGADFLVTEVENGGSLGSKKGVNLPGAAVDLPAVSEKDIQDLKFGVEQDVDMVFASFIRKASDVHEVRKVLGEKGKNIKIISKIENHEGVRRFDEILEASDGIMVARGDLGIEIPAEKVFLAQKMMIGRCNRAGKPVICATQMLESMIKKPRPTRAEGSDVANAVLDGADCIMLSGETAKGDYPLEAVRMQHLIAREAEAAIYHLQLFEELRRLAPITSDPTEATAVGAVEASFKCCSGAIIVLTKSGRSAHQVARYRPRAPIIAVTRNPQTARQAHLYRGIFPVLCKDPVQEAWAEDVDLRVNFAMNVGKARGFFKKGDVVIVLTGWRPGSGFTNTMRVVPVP
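Purified hPK-M2 (>95% pure) converted ADP (0.1 mM final) to ATP with 0.5 mM PEP in 50 mM imidazole pH7.2, KCl, MgCl2, Tween 20, BSA; 1 h at room temperature. ATP detected by Kinase-Glo luminescence.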
NPC1 promoter act – activators of NPC1 promoter | Huh7 NPC1 promoter luciferase reporter, 24 h | AID 485313 | hit rate 2.4% among 320,000 | Potency, µM (series often up to 9.22 µM), inactives show at the highest dose activation, most hits filed as activators;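 further: potency means the concentration at half of the fitted maximal effect; % of control where 0% means no effect; nearly all actives have a fitted effect of over 60% in size; reporter is driven by a mutant NPC1 promoter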
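In 1536-well qHTS, Huh7 cells harboring an NPC1 promoter–luciferase construct received compound for 24 h; activation was quantified by luminescence following luciferase reagent addition.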
p53 reactivator – mutant p53 re-activation in reporter cells | H1299 p53-A138V BP100-luciferase reporter, luminescence, 24 h | Potency, µM (series often up to 92.2 µM), for the others: at the highest dose activity change, positive = activation, most hits filed as activators | hit rate 0.063% among 320,000; further: potency means the concentration at half of the fitted maximal effect; % of control where 0% means no effect; nearly all actives have a fitted effect of over 45% in size
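H1299 (p53-null), stable ts p53-A138V + BP100-Luc; 1000 cells/well, Opti-MEM/10% FBS; cpd 4 pt, 1:5; 24 h, 37 deg C, 5% CO2; detection reagent 10 min RT; luminescence.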
Giardia killer – kills Giardia lamblia; hit rate 0.15% among 340,000; activity change, % at 7.66 µM, hits read low; Giardia lamblia trophozoite viability; in the data active means activity change below about -80%; inconclusive means between about -30% and that limit;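 further: parasites exposed to compound for two days anaerobically before the ATP read; on the % scale 0 is the no-effect control and ±100 the full control effect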
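Media and compound were dispensed first, then trophozoites at 100 cells/well; plates sat 48 hrs at 37 deg C without oxygen before ATP luminescence reagent was added and read after 15-30 min at room temperature.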
BRCA1 expr up – BRCA1 expression activation | MCF7-BRCA1-FFLuc reporter, luminescence, 48 h; response scale: scaled: vehicle 0%, 10 µM genistein 100% | Potency, µM (series often up to 46.1 µM), for the others: at the highest dose activation, most hits filed as activators | hit rate 1.1% among 380,000 | AID 624202; further: potency means the concentration at half of the fitted maximal effect; nearly all actives have a fitted effect of over 80% in size; some results filed as inactive show a strong effect at the top dose
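Quantitative HTS in MCF7 cells stably reporting BRCA1 expression via firefly luciferase. Compound treatment lasts 48 h at 37 °C in phenol-red free MEM. Activation is expressed relative to genistein at 10 microM and DMSO.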
RORg inh – ROR gamma (mouse) transcription inhibition; Drosophila S2 Gal4-RORgamma UAS-luciferase reporter, 20 h; Potency, µM (top dose mostly 53.6 µM), inactives show at the highest dose activity change, negative = inhibition, hits mostly inhibitors; hit rate 5.4% among 310,000; further: potency means the concentration at half of the fitted maximal effect; on the % scale 0 is the no-effect control and ±100 the full control effect; nearly all actives have a fitted effect of over 60% in size
Target sequence (P51450 whole entry, looked up, the tested form may be a part): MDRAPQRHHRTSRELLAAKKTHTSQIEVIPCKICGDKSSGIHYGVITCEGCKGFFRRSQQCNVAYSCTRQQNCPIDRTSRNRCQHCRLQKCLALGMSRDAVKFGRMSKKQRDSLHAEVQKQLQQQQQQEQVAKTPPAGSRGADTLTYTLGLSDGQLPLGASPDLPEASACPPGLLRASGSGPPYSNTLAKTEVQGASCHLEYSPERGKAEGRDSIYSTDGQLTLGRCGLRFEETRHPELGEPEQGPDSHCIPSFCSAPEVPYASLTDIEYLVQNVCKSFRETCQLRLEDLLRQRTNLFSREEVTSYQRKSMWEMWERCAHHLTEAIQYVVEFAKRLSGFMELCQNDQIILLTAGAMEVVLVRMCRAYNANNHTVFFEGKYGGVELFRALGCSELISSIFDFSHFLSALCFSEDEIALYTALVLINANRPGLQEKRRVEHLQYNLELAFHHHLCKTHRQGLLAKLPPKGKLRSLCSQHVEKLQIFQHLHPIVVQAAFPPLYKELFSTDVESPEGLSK
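Read-out: Photinus luciferase luminescence; inhibitors lower reporter signal. Insect Schneider cells with Gal4-ROR gamma fusion under metallothionein promoter, UAS reporter; 700 uM final copper sulfate induction, 20 hr, ambient temperature.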
Menin MLL FP TR – inhibitors of human menin-MLL interaction, mutant MLL peptide; O00255; Menin + Texas Red MLL mutant peptide, fluorescence polarization; Potency, µM (doses to about 61.6 µM), for inactives: at the highest dose FP activity change, negative = inhibition, hits mostly inhibitors; hit rate 0.23% among 270,000; active means well fitted inhibition curve with a large enough effect in the polarisation, with a control signal flat, not every such curve was filed as active; inconclusive means small, poorly fitted or top-dose-only effect, or effect the other way, or a change in a side signal; inactive means no such curve, though single readings can be large or run the other way; the % refers to the polarisation; further: potency means the concentration at half of the fitted maximal effect; % of control where 0% means no effect; many of its hits are not listed in these tables
Gal4-VP16 FLuc – Gal4-VP16 reporter inhibition counter-screen; Drosophila S2 Gal4-VP16 UAS-luciferase, luminescence, 20 h; Potency, µM (doses to about 53.6 µM), for inactives: at the highest dose activity, negative = inhibition, hits mostly inhibitors; hit rate 3.5% among 310,000;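 further: Gal4-VP16 expression switched on by copper sulfate through the metallothionein promoter; potency means the concentration at half of the fitted maximal effect; on the % scale 0 is the no-effect control and ±100 the full control effect; nearly all actives have a fitted effect of over 50% in size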
FLuc modulator – inhibits or activates purified firefly luciferase, miR-21 counter-screen; P08659; purified FLuc, Km substrates, luminescence inhibition; Potency, µM (titrated, usually from 57.5 µM), for the others: top-dose activity change, negative = inhibition, most hits filed as inhibitors; hit rate 6.9% among 360,000; AID 588342;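 further: potency means the concentration at half of the fitted maximal effect; plate controls were vehicle for no effect and reference inhibitor for full effect; nearly all actives have a fitted effect of over 55% in size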
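Purified P. pyralis luciferase, 10 nM final, with Km-level 10 uM D-luciferin and 10 uM ATP in 50 mM Tris acetate pH 7.5, 10 mM Mg acetate, 0.01% Tween-20, 0.05% BSA; 6-point qHTS titration about 60 µM downward; luminescence read.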
ELG1 genotox – genotoxicity induction in ELG1-luciferase HEK293T cells. HEK293T ELG1-luciferase reporter, luminescence, 16 h. Potency, µM (top dose mostly 46 µM), for the others: top-dose activity change, positive = activation, hits mostly activators. hit rate 1.3% among 330,000. AID 504466; further: potency means the concentration at half of the fitted maximal effect; % of control where 0% means no effect; nearly all actives have a fitted effect of over 60% in size
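Quantitative HTS format in 1536-well plates. HEK293T ELG1-luciferase reporter cells receive test compound and are incubated 16 hr at 37 °C, 5% CO2; ONE-Glo added, 30 min room temperature, then luminescence read.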
* marks the source's active call; other numbers are inactive results; ? = inconclusive; . = no result given; & = joins results of further samples; [ ] = remark or other dose. Unless noted, the call rests on the fitted dose curve; in most records, active means well fitted curve in the direction sought with a large enough effect; inconclusive means small, poorly fitted or top-dose-only effect, or another doubt; inactive means no such curve, though single readings can be large; an effect the other way counts as inactive or inconclusive.

Below each SMILES – Rab9 promoter act	PKM2 activator	NPC1 promoter act	p53 reactivator	Giardia killer	BRCA1 expr up	RORg inh	Menin MLL FP TR	Gal4-VP16 FLuc	FLuc modulator	ELG1 genotox
#1 CCC(NC(=O)c1cccc(Cn2nc(C)c([N+](=O)[O-])c2C)c1)c1ccc(C(C)C)cc1 (stereo not drawn)
    2%	10%	-5%	-4%	7	9%	0%	-3%	2%	2%	-3%
#2 COc1cccc(-c2ccc3ncnc(NCc4cc(C)cs4)c3c2)c1
    1%&-8%	.	-3%&7%	-19%	-7	-4%	.	.	.	0%&-9%	-16%
#3 CNC1(c2nnnn2-c2c(C)cccc2C)CCOC(C)(C)C1 (stereo not drawn)
    -4%	2%	-3%	0%	0	7%	2%	.	2%	3%	-2%
#4 Cc1cc(C)cc(N2C(=O)C3NN=C(C(=O)OCc4ccccc4)C3C2=O)c1 (stereo not drawn)
    -3%	-22%	2%	-4%	1	-4%	18%	4%	-7%	-7%	1%
#5 O=C(OCC#CCSc1nnc(-c2cccc3ccccc23)o1)c1cc2ccccc2o1
    4%	.	2%	-1%	26	27%	.	.	.	6%	7%
#6 CCN(CC)C(=O)CSc1nc2c(c(-c3cccnc3)c1C#N)CCCC2
    -8%	-1%	-9%	5%	-13	-14%	-8%	?	-13%	-2%	-7%
#7 Cc1ccc(OCc2nc3ccccc3[nH]2)cc1
    0.63µM*	-16%	1.4µM*	?	-19	?	?	-1%	?	1.3µM*	?
#8 Cc1cc(=O)oc2cc(NC(=O)Cc3ccccc3)ccc12
    ?	.	29%	9%	-1	68%	-17%	1%	27%	-14%	19%
#9 CSc1ccc2[nH]c(=O)cc(C)c2c1
    9%	-5%	2%	-3%	-4	9%	-24%	5%	-13%	-1%	?
#10 COc1cc(CNC2CCCCCC2)cc(OC)c1O
    5%	0%	3%	2%	6	3%	-23%	1%	-3%	4%	16%
#11 O=C(OC(C(=O)Nc1cccc(C(F)(F)F)c1)c1ccccc1)C1CCCCC1 (stereo not drawn)
    -3%	-2%	-2%	7%	8	-14%	29%	23%	?	5%	-5%
#12 CCCOc1ccc(C(CC(=O)O)NC(=O)c2cccs2)cc1 (stereo not drawn)
    -9%	1%	2%	-2%	-3	1%	18%	1%	10%	-1%	-4%
#13 Cc1ccc(S(=O)(=O)N2CCOCC2)c2nsnc12
    -1%	-1%	-1%	3%	0	-16%	14%	1%	10%	0%	0%
#14 O=C(Cc1n[nH]c(=O)c2ccccc12)N/N=C/c1cc2c(cc1Cl)OCO2
    -6%	1%	-7%	2%	-8	-18%	81%	-26%	-4%	7%	2%
#15 CC1CCCN(S(=O)(=O)c2ccc3[nH]c4c(c3c2)CCCC4)C1 (stereo not drawn)
    -5%	.	-4%	0%	-12	-34%	19%	.	?	3%	-7%
#16 O=C(COc1ccc2ccccc2c1Br)N1CCCCC1
    ?	-4%	4%	16%	16	?	-27%	.	-8%	15µM*	18µM*
#17 Nc1ccc(C(=O)Nc2ccc3nc(-c4ccncc4)[nH]c3c2)cc1
    11%	4%	0%	-2%	-14	-7%	-27%	-10%	-6%	17µM*	-2%
#18 N#CC1CC(c2ccccc2)Nc2cc(Cl)ccc2N1 (stereo not drawn)
    26%	-8%	15%	?	-12	44%	?	35%[activator]	-2%	11µM*	15%
#19 O=C(/C=C/c1ccc(N2CCCCC2)c([N+](=O)[O-])c1)c1ccc(S(=O)(=O)N2CCCC2)cc1
    -6%	1%	-7%	1%	8	-58%	1%	7%	-8%	-5%	18%
#20 COCC(C)n1c(SCc2nc(N)nc(Nc3ccccc3C)n2)nc2ccccc2c1=O (stereo not drawn)
    -1%	0%	0%	-1%	12	-29%	15%	.	3%	4%	-5%
#21 CCOC(=O)N1CCN(C(=O)CN(C)S(=O)(=O)c2ccc(OC)c(OC)c2)CC1
    10%	-5%	-2%	-16%	8	1%	7%	1%	1%	2%	3%
#22 Cc1nc2oc3c(NCc4ccccn4)ncnc3c2c2c1COC(C)(C)C2
    -12%	-7%	1%	-1%	2	2%	-37%	-16%	3%	-3%	-5%
#23 CCN(CC)S(=O)(=O)c1ccc(N2CCCC2)c(NC(=O)Cc2c(F)cccc2Cl)c1
    -3%	-2%	2%	7%	-1	-19%	24%	.	-2%	0%	-7%
#24 CCOc1cc(C2C3=C(CC(C)(C)CC3=O)N(CCCOC)C3=C2C(=O)CC(C)(C)C3)ccc1OC
    0%	-7%	2%	11%	-1	-15%	17%	-13%	1%	-2%	1%
#25 CCn1nnnc1NC(=O)c1cc(Cl)c(OC)c(Cl)c1
    -10%	1%	-2%	1%	-5	-4%	?	2%	-6%	-13%	-2%
#26 CCN(CC)C(=O)CN(c1ccc(F)c(Cl)c1)S(C)(=O)=O
    4%	-2%	1%	-2%	12	-34%	1%	3%	-1%	2%	-1%
#27 COc1ccc(Cl)cc1NS(=O)(=O)c1cccc(C(=O)NC2CCC(O)CC2)c1 (stereo not drawn)
    -8%	.	0%	-7%	19	-5%	.	.	.	9%	-2%
#28 O=c1[nH]c(=O)c2cc([N+](=O)[O-])cc([N+](=O)[O-])c2[nH]1
    -21%	3%	-5%	14%	?	-44%	-25%	5%	0%	?	-3%
#29 COC(=O)c1cc(Br)c(=O)n(CCN2CCCCC2)c1
    4%	-1%	-4%	-13%	-8	-23%	-22%	13%	-12%	2%	3%
#30 CCNC(=O)NC(=O)C(C)Oc1ccc(Br)cc1Br (stereo not drawn)
    23%	10%	10%	0%	3	75%	3%	-2%	2%	17µM*	?
#31 C=CCOc1c(Cl)cc(CNc2ccc(N(C)C)cc2)cc1OC
    11%	-9%	-7%	0%	13	-82%	25%	?	-1%	?	5%
#32 COc1ccc(N(CC(=O)NC(C)c2ccccc2)S(=O)(=O)c2c(C)noc2C)cc1 (stereo not drawn)
    -1%	.	-4%	4%	0	-2%&-23%	-5%	.	7%	0%&-2%	-1%
#33 CCOC(=O)N1CCN(CC(O)COCc2ccccc2)CC1 (stereo not drawn)
    5%	0%	-1%	27%	8	3%	12%	14%	2%	3%	0%
#34 Fc1ccc(-n2nnc(-c3ccccc3)n2)cc1
    0%	2%	-5%	.	1	-1%	-29%	9%	2%	2%	2%
#35 Cc1cnc(C(=O)Nc2ccccc2F)cn1
    18%[1.84 µM]	-28%	3.5µM*	?	29	5µM*	-12%	0%	5%	24µM*	16µM*
#36 CCOc1cc(CNCCc2ccccc2)ccc1OCC(=O)NC(C)(C)C
    3%	4%	-3%	12%	12	-29%	-30%	-1%	-1%	-1%	-3%
#37 COc1ccccc1C(=O)Nc1nsc(-c2ccccc2)n1
    1.6µM*	1%	?	?	-2	?	1%	.	-6%	4.3µM*	?
#38 O=C(Cn1cc(S(=O)(=O)Cc2ccc([N+](=O)[O-])cc2)c2ccccc21)N1CCOCC1
    -3%	-5%	-4%	15%	-4	-2%	-4%	.	-1%	-1%	-7%
#39 O=c1c2cc(N3CCOCC3)ccc2[nH]c(=S)n1CCc1ccccc1
    -3%	-4%	1%	14%	-4	0%	2µM*	?	3.2µM*	0%	0%
#40 CC1CC(=O)Nc2ccccc2N1C(=O)CSc1nnnn1C(C)C (stereo not drawn)
    2%	.	1%	2%	-21	0%	.	.	.	8%	2%

Profiles as entered above. Order of screens: Rab9 promoter act | PKM2 activator | NPC1 promoter act | p53 reactivator | Giardia killer | BRCA1 expr up | RORg inh | Menin MLL FP TR | Gal4-VP16 FLuc | FLuc modulator | ELG1 genotox
Profile of CSc1ccc2[nH]c(=O)cc(C)c2c1 = 9% | -5% | 2% | -3% | -4 | 9% | -24% | 5% | -13% | -1% | ?
Profile of CCN(CC)S(=O)(=O)c1ccc(N2CCCC2)c(NC(=O)Cc2c(F)cccc2Cl)c1 = -3% | -2% | 2% | 7% | -1 | -19% | 24% | . | -2% | 0% | -7%
Profile of O=c1[nH]c(=O)c2cc([N+](=O)[O-])cc([N+](=O)[O-])c2[nH]1 = -21% | 3% | -5% | 14% | ? | -44% | -25% | 5% | 0% | ? | -3%
Profile of CC1CCCN(S(=O)(=O)c2ccc3[nH]c4c(c3c2)CCCC4)C1 (stereo not drawn) = -5% | . | -4% | 0% | -12 | -34% | 19% | . | ? | 3% | -7%
Profile of CCn1nnnc1NC(=O)c1cc(Cl)c(OC)c(Cl)c1 = -10% | 1% | -2% | 1% | -5 | -4% | ? | 2% | -6% | -13% | -2%

Some of the compounds tested; count on the stated rates, not on these rows.
